# Compound activity as filed in PubChem BioAssay.
# VIM-2 inhibitor: blocks Pseudomonas aeruginosa VIM-2 metallo-beta-lactamase; inhibition, % at 5.6 µM; actives 0.89% (n = 290,000); AID 1527; purified VIM-2, nitrocefin hydrolysis, epi-absorbance fluorescence;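 active = inhibition above the mean of all tested compounds plus 3 SD, cutoff set per screening run, cut at about 7.5% in these data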;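 note: red hydrolysis product quenches plate fluorescence so inhibitors raise well fluorescence; 0% = enzyme with DMSO and 100% = DMSO without enzyme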
# PfM18AAP inh: blocks P. falciparum M18 aspartyl aminopeptidase | recombinant PfM18AAP, H-Glu-NHMec fluorogenic cleavage | inhibition, % at 7.35 µM | actives 1.2% (n = 290,000) | AID 1822;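 active = inhibition above the campaign mean inhibition over all tested compounds plus 3 SD, cut at about 28% in these data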;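 note: 0% = plate median of test compound wells and 100% = 2 mM ZnCl2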
# FID counter: counter-screen for HCV NS3 helicase inhibitors: DNA intercalator displacement. AID 1845. inhibition, % at 7.9 µM. DNA fluorescent intercalator displacement, fluorescence. actives 0.17% (n = 290,000); in the data active = inhibition above about 37%;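 note: 0% = vehicle and 100% = reference compound; higher means more ethidium bromide displaced from hairpin DNA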
# IMP-1 inhibitor: inhibitors of Pseudomonas aeruginosa IMP-1 metallo-beta-lactamase; purified IMP-1, nitrocefin hydrolysis, epi-absorbance fluorescence; inhibition, % at 5.6 µM; actives 0.45% (n = 290,000);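 active = inhibition above the mean plus 3 SD of all compounds in the same screening run, cut at about 4.5% in these data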;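 note: 0% = IMP-1 with DMSO and 100% = DMSO wells lacking enzyme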
#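 Assay system: purified IMP-1; Quantity: IMP-1 0.2 nM before substrate addition; Medium: HEPES buffer pH 7.1 with ZnSO4 and Brij 35; Incubation: 15 min enzyme–compound preincubation, then 25 min nitrocefin reaction, 25 °C; Signal: fluorescence quenching readout, ex 480/em 530 nm; Controls: DMSO with and without IMP-1; Repeats: singlicate testing.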
# IDE act: IDE (human) activation, cell-based. P14735. HEK cells, FAbeta-B cleavage, fluorescence polarization; 0% vehicle, 100% cell-free pure enzyme wells. activation, % at 5.96 µM. actives 0.073% (n = 340,000). AID 493087;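 active = activation above the mean of all tested compounds plus 3 SD, set per screening campaign, cut at about 17% in these data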
# pCIP destab: p/CIP protein destabilization; Q05BA5; F442A p/CIP-EGFP cells, EGFP fluorescence, 16 h; decrease of EGFP signal, % at 10 µM; actives 0.01% (n = 290,000); AID 1984;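 active = EGFP signal decrease of at least 30% at 10 µM or well 3 SD below plate mean, unless failing retest; inactive = the rest, including hits failing retest or dose response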; note: some compounds called inactive have numbers as strong as hits; many of its hits are not listed in these tables
# Target sequence (Q05BA5 1-1403): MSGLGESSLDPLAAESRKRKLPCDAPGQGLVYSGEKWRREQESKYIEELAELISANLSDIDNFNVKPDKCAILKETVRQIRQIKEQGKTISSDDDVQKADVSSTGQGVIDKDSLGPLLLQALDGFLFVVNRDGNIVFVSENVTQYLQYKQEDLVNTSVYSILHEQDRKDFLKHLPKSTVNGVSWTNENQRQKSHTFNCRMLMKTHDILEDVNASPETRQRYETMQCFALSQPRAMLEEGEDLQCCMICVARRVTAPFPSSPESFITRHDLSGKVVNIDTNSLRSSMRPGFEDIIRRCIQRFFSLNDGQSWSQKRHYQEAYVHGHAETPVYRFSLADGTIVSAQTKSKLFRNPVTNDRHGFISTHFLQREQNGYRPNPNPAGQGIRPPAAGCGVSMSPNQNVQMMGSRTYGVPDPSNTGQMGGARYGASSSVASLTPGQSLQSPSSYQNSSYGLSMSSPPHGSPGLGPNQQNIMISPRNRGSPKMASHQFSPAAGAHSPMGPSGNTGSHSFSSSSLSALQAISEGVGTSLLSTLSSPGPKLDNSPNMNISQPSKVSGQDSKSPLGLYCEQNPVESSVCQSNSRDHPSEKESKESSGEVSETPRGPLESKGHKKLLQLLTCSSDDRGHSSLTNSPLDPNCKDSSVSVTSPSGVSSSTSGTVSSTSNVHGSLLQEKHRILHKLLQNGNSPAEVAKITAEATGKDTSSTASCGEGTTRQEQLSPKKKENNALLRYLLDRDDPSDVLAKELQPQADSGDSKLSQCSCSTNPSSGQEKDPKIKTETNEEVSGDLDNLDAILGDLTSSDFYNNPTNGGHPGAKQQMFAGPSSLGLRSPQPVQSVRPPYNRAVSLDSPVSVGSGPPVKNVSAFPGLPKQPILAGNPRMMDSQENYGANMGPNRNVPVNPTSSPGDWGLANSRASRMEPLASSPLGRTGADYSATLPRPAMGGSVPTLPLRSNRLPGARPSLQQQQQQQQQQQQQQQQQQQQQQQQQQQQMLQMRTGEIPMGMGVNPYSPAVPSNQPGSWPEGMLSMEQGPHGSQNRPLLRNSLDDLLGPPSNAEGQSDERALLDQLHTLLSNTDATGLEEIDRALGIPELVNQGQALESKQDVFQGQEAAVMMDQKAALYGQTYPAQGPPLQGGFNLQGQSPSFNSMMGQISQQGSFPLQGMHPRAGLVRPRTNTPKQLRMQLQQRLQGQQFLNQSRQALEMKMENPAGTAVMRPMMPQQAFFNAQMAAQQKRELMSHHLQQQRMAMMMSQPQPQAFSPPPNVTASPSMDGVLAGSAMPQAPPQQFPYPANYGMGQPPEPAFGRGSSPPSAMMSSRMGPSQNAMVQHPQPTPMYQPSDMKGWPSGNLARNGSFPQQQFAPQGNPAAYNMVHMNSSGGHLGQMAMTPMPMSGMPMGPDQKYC
# UBC9 SUMO inh: inhibitors of human SUMOylation (UBC9); HTRF SUMOylation assay, SAE1/SAE2 + UBC9, in vitro; inhibition, % at 35 µM; actives 0.36% (n = 290,000); AID 2006; in the data active = inhibition above about 50%, passing the limit was not always enough; note: strong numbers were not always called active
# IDE cell inh: inhibits human insulin-degrading enzyme in HEK cells; P14735; FAbetaB cleavage, fluorescence polarization; inhibition, % at 5.59 µM; actives 0.41% (n = 320,000); AID 434962;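 active = percent inhibition above the average of all tested compounds plus 3 SD, set per screening campaign, cut at about 16% in these data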;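 note: IDE supplied by intact live HEK cells; FP after avidin binding of uncleaved biotin substrate so inhibition keeps polarization high; 0% = DMSO wells and 100% = 60 µM reference IDE inhibitor Ii1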
# HCV NS3 hel inh: inhibitors of Hepatitis C virus NS3 helicase; inhibition, % at 10.9 µM; NS3 helicase DNA unwinding, Cy5 molecular beacon fluorescence; actives 0.56% (n = 290,000);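 active = inhibition above the mean of all tested compounds plus 3 SD, set per campaign, cut at about 35% in these data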;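 note: 0% = DMSO wells and 100% = thioflavine S control wells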
#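 Material: hepatitis C virus NS3 helicase domain fragment enzyme; measured by: Cy5 fluorescence, 0 and 60 min reads; control set: DMSO and thioflavine S; incubation: 60 min unwinding reaction at 25 °C after ATP addition; read-out basis: % inhibition from 60/0 min fluorescence ratio, DMSO 0%, thioflavine S 100%; repeats: singlicate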
# Numbers without * were called inactive; · = no result given.
SMILES,VIM-2 inhibitor,PfM18AAP inh,FID counter,IMP-1 inhibitor,IDE act,pCIP destab,UBC9 SUMO inh,IDE cell inh,HCV NS3 hel inh
CNc1oc(-c2ccccc2)nc1C#N,-4.7,-11.4,-2.1,-2.6,7.5,-8.2,26.6,-1.4,0.1
Cc1ccsc1C(=O)N1CCCC(CCC(=O)NCc2ccccc2F)C1 (stereo unspecified),-2.9,1.8,-16.6,-1.1,-1.5,-8.1,-1.4,0.5,-1.3
CC(=O)Nc1ccc(S(=O)(=O)N2CCCN(S(=O)(=O)c3ccc(C)cc3)CC2)cc1,-0.8,7.0,-15.6,-1.6,3.0,-17.0,20.3,1.7,-6.4
O=C(Cn1cnc2ccccc2c1=O)NCCC(=O)Nc1ccccc1C(F)(F)F,-1.2,-0.5,-6.4,-1.5,3.1,-15.1,-3.3,1.4,-5.1
Cc1cccn2cc(-c3c[nH]c4ccccc34)nc12,-1.2,4.1,12.7,-3.1,1.6,4.9,15.7,2.5,8.7
CCOC(=O)C1CCN(C(=O)Cc2c(C(=O)O)n(CC)c3ccccc23)CC1,-0.2,1.5,-16.6,-1.2,5.4,4.5,4.3,-2.1,10.0
COc1ccc2[nH]c(=O)c(CN(C(=O)c3cccnc3)c3ccccc3OC)cc2c1,-4.4,4.5,-15.2,-3.6,-6.8,-11.5,4.6,4.4,-0.6
NS(=O)(=O)c1ccc(CCNC(=O)CN2CCN(c3cccc(Cl)c3)CC2)cc1,-1.2,-9.5,-15.7,-2.0,1.3,6.6,-1.0,-5.8,9.2
O=C(NCC1COCCO1)c1ccc(OC2CCN(CCc3ccccc3)CC2)cc1 (stereo unspecified),-2.6,-4.7,11.9,-2.7,4.6,2.6,-0.1,·,2.5
N#Cc1ccsc1NC(=O)CN1CCN(c2ccccn2)CC1,0.5,2.1,-20.7,-3.9,7.8,-7.3,12.3,4.4,-3.7
CCc1ccc(C(C(=O)NC2CCCC2)N(C(=O)/C=C/C(=O)Nc2cc(C)on2)c2ccccc2C)cc1 (stereo unspecified),0.4,-5.0,-4.3,-1.6,-1.9,-8.2,5.8,2.5,-2.8
CCOC(=O)C1=C(C)OC(N)=C(C#N)C1c1ccc(O)c(OC)c1 (stereo unspecified),-3.8,9.9,-2.9,-3.0,-7.5,0.9,-8.2,9.2,-1.8
CCOc1ccc(-c2nc(C#N)c(NCC3CCCO3)o2)cc1 (stereo unspecified),-2.6,-2.8,-9.2,0.0,3.8,3.3,27.4,-4.8,-7.1
Cc1nn(C)cc1C(C)NCc1c(C(=O)N2CCCCCCC2)nc2ccc(Cl)cn12 (stereo unspecified),2.9,6.7,3.1,1.4,5.8,-13.2,16.5,-3.7,8.3
Cc1cccc(C)c1NC(=O)C(C)Sc1nnc(C)n1CC1CCCO1 (stereo unspecified),-3.3,-1.5,-0.9,-1.9,2.1,0.4,-3.3,·,-25.7
COc1ccccc1-c1nc(C#N)c(N2CCC(C(N)=O)CC2)o1,-0.5,-2.4,-2.9,-0.1,6.1,1.6,22.4,3.3,-1.9
O=S(=O)(CCSc1nc2ccccc2o1)c1nc2ccccc2s1,-0.7,-3.7,0.2,0.6,4.8,-0.9,1.0,1.6,-0.2
O=C1C(=O)N(CCCN2CCOCC2)C(c2cccs2)/C1=C(/O)c1ccc2c(c1)OCO2 (stereo unspecified),-2.5,4.6,-3.6,-2.7,·,2.9,-8.2,·,-3.2
Cc1c(NCc2cc(Cl)ccc2O)c(=O)n(-c2ccccc2)n1C,-3.9,-1.0,-13.7,-3.7,7.8,3.1,8.3,5.7,9.1
COC(=O)c1ccccc1NC(=O)C1CC(=O)N(c2ccc(F)cc2)C1 (stereo unspecified),-1.6,0.0,-4.6,-1.5,0.8,2.3,3.0,-0.6,-7.0
Cc1ccc(C(=O)O)cc1S(=O)(=O)N1CCC(C(=O)O)CC1,-0.3,-14.8,-1.3,-3.2,6.0,-6.8,8.1,1.4,-4.6
CCN1CCN(C(=O)CCN2C(=O)c3ccccc3C2=O)CC1,-2.0,-3.3,1.9,-2.2,2.7,-2.5,18.5,5.9,4.5
O=C(NNC(=O)C(O)(c1ccccc1)c1ccccc1)C1CC1,0.8,-2.8,1.7,-2.7,3.5,9.1,0.7,0.8,8.8
CCNc1nc(NC(C)C)nc(N(C)C#N)n1,0.3,-11.5,-3.4,-0.8,5.2,-7.6,9.6,-0.4,0.4
C/C(=N\NC(N)=O)C1(C)CCCCC1,1.8,-13.0,-1.2,-2.2,-1.9,-12.5,20.4,1.1,-4.1
COC(=O)Cn1c(CN2CCOCC2)nc2c1c(=O)n(C)c(=O)n2C,2.1,-0.8,-1.2,-1.3,-1.0,0.6,3.7,1.7,-5.3
O=C(COC(=O)COc1ccc2ccccc2c1)NCC(F)(F)F,-1.5,2.3,-4.4,-3.2,1.2,4.0,5.2,-1.9,1.1
O=C(NC(=S)Nc1ccccc1Cl)c1cncc(Br)c1,-1.7,1.8,-9.7,3.0,8.2,-5.8,-0.4,1.5,-3.8
Cn1c(CNC(=O)c2ccco2)nnc1SCC(=O)c1ccc(F)cc1,-2.1,-7.4,-6.3,-2.1,5.9,-4.7,21.8,4.7,6.8
CC(=O)NCCc1ccc(S(=O)(=O)NC2OC(=O)c3ccccc32)cc1 (stereo unspecified),0.2,-6.2,6.5,-2.0,1.9,-4.9,12.3,1.0,-0.9
O=C(NCC12CC3CC(C1)CC(CNC(=O)N1CCCC1)(C3)C2)N1CCCC1,-3.4,1.0,-19.6,-0.2,3.1,-5.3,-0.8,1.8,5.2
Cc1ccc2c(c1)N(C(=O)CSc1nncn1C)C(C)(C)c1ssc(=S)c1-2,-3.8,10.5,-1.3,-0.3,6.9,6.9,-9.4,-0.8,-10.2
Cc1c(C#N)c2ccccc2n1CC(=O)NCC1CCCO1 (stereo unspecified),-0.2,0.3,-0.2,-2.4,3.0,-1.7,0.8,1.0,3.2
Cc1nn(CCCC(=O)NCc2ccco2)c(=O)c2nn(-c3ccccc3)c(C)c12,-0.6,-5.6,-41.1,-1.3,6.5,-1.6,7.6,-6.7,-10.4
COc1ccc(NC(NC(=O)c2cccnc2)C(Cl)(Cl)Cl)cc1 (stereo unspecified),-3.5,-4.1,2.2,-3.7,·,0.7,-1.0,-4.8,-6.7
COc1cnc(N(C)C)nc1Sc1ccc(Cl)cc1,-1.7,3.8,-11.3,-3.2,1.6,-1.3,6.8,2.7,6.5
Cc1cc(C)n(CCc2nc(-c3ccco3)cs2)n1,-2.5,-11.0,-25.3,2.9,-3.4,-0.1,13.8,4.3,12.4
N#C/C(=C(/O)c1ccc(-c2cccc([N+](=O)[O-])c2)o1)c1nc2ccccc2s1,-5.0,2.0,0.8,-1.5,3.9,2.4,32.2,·,28.9
COc1cccc(Nc2nc(C)nc3c2oc2ccccc23)c1,4.9,0.7,-22.5,-2.1,-0.1,-4.1,18.4,-0.1,-27.8
O=C1CC(c2cccs2)Cc2nc(NCC3CCCO3)ncc21 (stereo unspecified),-1.1,-9.2,-20.3,-4.4,1.9,-2.5,16.7,-0.1,-3.7
O=C(Cn1cccc1)Nc1ccc(OC(F)(F)F)cc1,-3.9,1.8,4.3,-4.2,-1.5,-5.1,4.5,-1.4,15.2
O=C(Nc1ccc(-c2nc3cc(Cl)ccc3o2)cc1)C1CCCO1 (stereo unspecified),-1.0,1.5,-1.4,-2.3,0.1,1.5,-17.6,0.5,2.7
O=C(NCc1ccc(Cl)cc1)c1ccc(OCC2CCCO2)cc1 (stereo unspecified),-2.2,-3.7,-14.1,-2.6,2.8,6.6,6.8,-1.6,-6.4
Cc1nc2nc(-c3ccco3)[nH]n2c(=O)c1Cc1ccccc1,-3.4,2.5,-2.8,-0.2,3.9,-2.9,17.6,9.4,-0.1
CCOc1ccc2c(c1)c(N=NC(N)=S)c(O)n2C,0.0,-6.8,-2.2,-4.1,4.5,-2.7,12.1,0.6,-6.4

# Of the compounds above, these have a CF3 group:
SMILES,VIM-2 inhibitor,PfM18AAP inh,FID counter,IMP-1 inhibitor,IDE act,pCIP destab,UBC9 SUMO inh,IDE cell inh,HCV NS3 hel inh
O=C(Cn1cnc2ccccc2c1=O)NCCC(=O)Nc1ccccc1C(F)(F)F,-1.2,-0.5,-6.4,-1.5,3.1,-15.1,-3.3,1.4,-5.1
O=C(COC(=O)COc1ccc2ccccc2c1)NCC(F)(F)F,-1.5,2.3,-4.4,-3.2,1.2,4.0,5.2,-1.9,1.1
O=C(Cn1cccc1)Nc1ccc(OC(F)(F)F)cc1,-3.9,1.8,4.3,-4.2,-1.5,-5.1,4.5,-1.4,15.2

# (next part)
SMILES,VIM-2 inhibitor,PfM18AAP inh,FID counter,IMP-1 inhibitor,IDE act,pCIP destab,UBC9 SUMO inh,IDE cell inh,HCV NS3 hel inh
Cc1cccc(Nc2cc(=O)[nH]c(=O)[nH]2)c1,-1.1,-1.8,1.9,-3.0,-3.1,-8.6,3.9,-13.8,-2.4
CCn1c(=O)n(-c2ccc(Cl)cc2)c(=O)c2c3c(sc21)COC(C)(C)C3,-0.5,0.0,-4.5,-0.7,6.0,-2.3,-24.1,0.2,3.3
CCCCc1nnc(SCCSc2nnc(CCCC)n2N)n1N,-2.8,8.5,-5.8,0.5,4.9,0.3,19.0,-3.4,6.0
CCN1C(=O)[C@H]2[C@@H](c3ccc(C)cc3)N3C(=O)N(c4cccc(F)c4)C(=O)[C@@]3(CC)[C@H]2C1=O,-0.9,0.7,-34.2,1.0,-3.8,0.2,0.5,-1.5,-15.9
Cn1c(=O)c2c(nc(NCCNC(=O)c3ccco3)n2Cc2ccc(Cl)cc2Cl)n(C)c1=O,-1.0,-3.8,-0.8,-5.0,1.6,-2.7,9.3,-1.0,-4.1
C[C@@H]1CC2OC(=O)[C@@]3(C)C(=O)CC[C@@](C)(C23)[C@@]1(O)CCc1ccoc1 (stereo partly specified),-0.6,-1.1,-4.7,-0.9,3.3,2.3,12.5,-1.5,-1.4
Oc1ccc(/C=N/N(Cc2ccccc2)c2ccccc2)cc1,-0.5,-1.3,10.8,-2.5,2.4,7.8,-9.2,4.8,-14.0
CCOC(=O)C1CCN(c2c(NCc3ccc(C(=O)Nc4ccc(C)cc4)cc3)c(=O)c2=O)CC1,3.4,-3.2,-10.0,0.6,-9.8,-9.5,23.8,7.4,20.1
Cc1ccc(NC(=O)Cn2c(O)c(N=NC(=O)c3cc([N+](=O)[O-])ccc3O)c3ccccc32)cc1,-3.1,-1.6,3.2,-1.8,·,-15.2,8.1,-6.9,0.6
CC(OC(=O)CN1C(=O)NC(C)(C)C1=O)C(=O)c1ccccc1 (stereo unspecified),-1.5,1.1,-0.6,-2.2,3.2,-1.3,2.7,2.4,-16.5
O=C(CSc1nnc(Cc2ccccc2)n1-c1ccccc1)NNC(=O)Cc1ccccc1,-1.1,-18.6,-18.7,-2.2,-3.6,-4.1,-13.0,3.8,-8.6
COc1ccc(F)cc1S(=O)(=O)N1CC(C)CC(C)C1 (stereo unspecified),-1.0,2.0,-11.2,-0.8,-0.7,-8.4,18.7,0.4,3.5
